HTRA1 inhibitor: HTRA1 serine protease inhibitors, primary screen, biochemical, fluorescence polarization, HTS. Q92743. recombinant HTRA1, FP-rhodamine activity-based probe. inhibition, % at 5.96 µM. 0.5% of 340,000 active. AID 504803, 2011; in the data active = inhibition above about 36%;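 note: 0% = enzyme with DMSO and 100% = wells lacking enzyme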
NPR2 activator: human GC-B receptor activators, primary screen, HEK293 GC-B cells, cGMP TR-FRET, EC30 CNP | Atrial natriuretic peptide receptor 2 (Homo sapiens), P20594 | 0% at EC30 CNP, 100% saturating CNP | activation, % at 10 µM | 0.11% of 370,000 active;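 active = activation at 10 µM reaching about 35% in either raw or pattern-adjusted values, limit read from the data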
rCAG RNA binder: binders of r(CAG) RNA repeats, primary screen, biochemical, fluorescence | inhibition, % at 3 µM | 1.3% of 370,000 active | r(CAG) RNA repeat, TO-PRO-1 dye displacement fluorescence;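 active = inhibition above the plate cutoff, the mean of all test compounds on that plate plus 3 SD, cut at about 35% in these data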;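 note: 0% = DMSO alone and 100% = 100 µM mitoxantrone as full dye displacement; higher means more dye released from RNA so lower well fluorescence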
PG9 binder: binders of HIV-1 gp120 antibody PG9, primary screen, biochemical, TR-FRET; TR-FRET gp120-PG9 antibody binding; 0.43% of 360,000 active; inhibition, % at 6.7 µM; in the data active = inhibition above about 8.5%
ARFGAP1 inhibitor: inhibitors of rat ARFGAP1 GAP activity, primary screen, biochemical, fluorescence polarization, GDP tracer | ADP-ribosylation factor GTPase-activating protein 1 (Rattus norvegicus), Q62848 | AID 651572, 2012 | inhibition, % at 16.5 µM | Arfgap1-stimulated ARF1 GTP hydrolysis, GDP FP detection | 0.26% of 360,000 active;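 active = inhibition above a per-plate limit, mean inhibition of low control wells plus 3 SD, cut at about 25% in these data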;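 note: 0% = DMSO wells with enzyme and 100% = wells lacking Arfgap1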
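Replicates: Single well per compound | Assay system: Truncated rat Arfgap1 GAP domain | Control set: No-Arfgap1 wells (100%) versus DMSO full-reaction wells (0%) | Times: Enzyme reaction 120 min at 25 °C after 20 min preincubation | Reagent: Human ARF1(Δ1-17)-GTP substrate | Measured by: Tracer-displacement fluorescence polarization with EDTA stop, 620/688 nm | Measure: Percent inhibition of Arfgap1-stimulated GTP hydrolysis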
GC-A act: GC-A stimulated cGMP production enhancers – HEK293 GC-A cells, cGMP TR-FRET, EC30 ANP, primary screen; 0% at EC30 ANP, 100% saturating ANP; activation, % at 10 µM; 0.14% of 370,000 active; AID 1671463, 2021; in the data active = activation above about 40%
ABHD4 inh: ABHD4 inhibitors, primary screen, biochemical, fluorescence polarization, mouse. purified mABHD4, FP-Rh probe fluorescence polarization. AID 720543, 2013. 0.54% of 370,000 active. inhibition, % at 8.92 µM;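 active = inhibition exceeding the mean over every tested compound plus 3 SD, cut at about 30% in these data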;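 note: 0% = plate median of compound wells and 100% = S159A mutant with DMSO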
Target sequence (Q8VD66 whole entry, looked up): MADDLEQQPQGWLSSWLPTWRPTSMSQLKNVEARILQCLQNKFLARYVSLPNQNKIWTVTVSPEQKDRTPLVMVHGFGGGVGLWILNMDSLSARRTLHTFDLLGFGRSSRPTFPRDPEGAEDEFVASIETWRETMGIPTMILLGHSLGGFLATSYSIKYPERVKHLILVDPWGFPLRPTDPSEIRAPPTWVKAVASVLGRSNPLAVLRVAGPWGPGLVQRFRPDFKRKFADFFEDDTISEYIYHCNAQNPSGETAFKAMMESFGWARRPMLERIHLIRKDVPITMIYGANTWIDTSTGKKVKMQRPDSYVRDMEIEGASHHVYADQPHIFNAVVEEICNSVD
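Doses – 8.92 µM, single dose · Material – wild-type mouse ABHD4 protein · Replication – single well per compound (singlicate) · Measure – percent inhibition of probe binding, normalized to plate controls · Schedule – 45 min compound pre-incubation plus 60 min probe step, 25 °C · Detection – fluorescence polarization with parallel and perpendicular emission, 525/598 nm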
NR1D1 modulator: modulators of Rev-erb alpha DNA binding, primary screen, biochemical, FITC-DNA, fluorescence polarization, uHTS | Nuclear receptor subfamily 1 group D member 1 (Homo sapiens), P20393 | activity, % at 10 µM | Rev-erbα–FITC-DNA binding, 90 min | 0.79% of 370,000 active | AID 1259318, 2017;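 active = activity above about 14%, limit read from the data; passing the limit was not always enough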;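 note: 0% = DMSO wells with 35 nM protein and 100% = DMSO wells with 750 nM protein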
Target sequence (P20393 whole entry, looked up): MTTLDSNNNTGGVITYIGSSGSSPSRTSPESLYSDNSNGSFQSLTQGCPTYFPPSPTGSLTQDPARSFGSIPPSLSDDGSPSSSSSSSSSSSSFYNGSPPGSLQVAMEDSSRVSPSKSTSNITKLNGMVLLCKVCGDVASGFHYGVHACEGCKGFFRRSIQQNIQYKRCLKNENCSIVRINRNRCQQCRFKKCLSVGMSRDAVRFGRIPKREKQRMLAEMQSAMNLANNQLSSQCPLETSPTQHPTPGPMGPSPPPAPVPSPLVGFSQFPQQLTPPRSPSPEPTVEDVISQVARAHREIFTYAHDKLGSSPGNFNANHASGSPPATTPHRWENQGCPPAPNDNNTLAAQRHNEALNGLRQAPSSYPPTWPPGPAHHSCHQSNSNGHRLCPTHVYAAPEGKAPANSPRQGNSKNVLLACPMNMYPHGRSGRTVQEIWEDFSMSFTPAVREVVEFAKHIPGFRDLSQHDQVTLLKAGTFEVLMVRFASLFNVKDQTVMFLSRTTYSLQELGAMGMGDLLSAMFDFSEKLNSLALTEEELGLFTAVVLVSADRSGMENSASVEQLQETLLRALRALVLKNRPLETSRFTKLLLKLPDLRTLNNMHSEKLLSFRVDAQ
SMARCA2 activ: SMARCA2 (BRM) function activators, primary screen, cell-based, luminescence, high throughput | MG213 cells, MMTV-luciferase reporter, dexamethasone, overnight | activation, % at 9.1 µM | 1% of 370,000 active | AID 652017, 2013; in the data active = activation above about 7.8%;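 note: 0% = vehicle wells and 100% = reference activator wells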
ASAP1 inh: inhibitors of human ASAP1 ArfGAP activity, primary screen, biochemical, fluorescence polarization | Arf-GAP with SH3 domain, ANK repeat and PH domain-containing protein 1 (Homo sapiens), … | ASAP1-stimulated ARF1 GTP hydrolysis, GDP FP detection | inhibition, % at 16.5 µM | 0.19% of 360,000 active | AID 624377, 2012; in the data active = inhibition above about 25%;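 note: 0% = vehicle with enzyme and substrate and 100% = no enzyme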
* hit, by the source's call; · = not tested or not shown; & = joins results of further samples. The order is random. About 4.4% of those tested had a hit in this group.

#1 Cc1ccc(NC(=S)N(CCCN2CCOCC2)Cc2ccco2)cc1
#2 COc1ccc(NC(=O)c2ccccc2[N+](=O)[O-])cc1OC
#3 CCOc1ccc(NS(=O)(=O)c2cc(Cl)ccc2OC)cc1
#4 CC(=O)NCCn1c(SCC(=O)c2ccc(Cl)cc2)nc2ccccc2c1=O
#5 CN(C)CCNC(=O)Nc1cccc(Cl)c1Cl
#6 O=C(N/N=C1\CCCc2oc(C(=O)O)cc21)c1ccccc1
#7 Oc1c(Br)cc(Br)cc1/C=N/NC(=S)N[C@H]1CC2C=CC1C2 (some centres not stated)
#8 O=C(CCc1ccccc1)Nc1ccc(NC(=O)C2CCCCC2)nc1
#9 CCOC(=O)c1ccc2ncc(C(=O)OCC)c(NCCN(C)C)c2c1
#10 COC(=O)CCN(Cc1cccc(OC)c1OC)S(=O)(=O)c1ccccc1Br

Assay by compound,1,2,3,4,5,6,7,8,9,10
HTRA1 inhibitor,5,-1,-8,0,1,5,57*,7,4,·
NPR2 activator,2,6,-5,-8,-2,-1,3,-3,-4,7
rCAG RNA binder,-3,-1,28,-1,1,2,74*,-4,-6,3
PG9 binder,-0.2,-0.3,-1.1,-0.4,0.9,0.1,-0.7,-0.5,1.1,0.7
ARFGAP1 inhibitor,12,9,5,6,-3,0,-6,19,-2,-2
GC-A act,2,1,-2,-8,6,3,6,0,3,-6
ABHD4 inh,-2,5,-11,3,2,1,38*,-3,3,-6
NR1D1 modulator,-1,-3,1,2,3,6,-4,2,4,-2
SMARCA2 activ,0,0,-2,-2,2,7,-3,0,-1,1
ASAP1 inh,-4,-1,6,18,-7,7,-11,0,3,-1

#11 COc1cccc(N2C(=O)Nc3ccc(Br)cc3C2(O)C(=O)NCCCOC(C)C)c1 (configuration not stated)
#12 C/C(CC(=O)Nc1ccc2c(c1)OCCO2)=N\NC(=O)COc1ccc(Cl)c(C)c1
#13 Cc1c(C)c2ccc(OCC(=O)NC(Cc3c[nH]c4ccc(O)cc34)C(=O)O)c(C)c2oc1=O (configuration not stated)
#14 Cc1cc(NC(=O)COC(=O)C2CC(=O)N(c3cccc(Cl)c3)C2)no1 (configuration not stated)
#15 CN1CCc2nc3sc(C(=O)NCc4ccccc4)c(N)c3cc2C1
#16 O=C(COC(=O)[C@@H]1CC(O)CN1S(=O)(=O)c1ccccc1[N+](=O)[O-])Nc1ccc2ccccc2c1 (some centres not stated)
#17 CC(=O)c1c(C)n(CCO)c2ccc(O)cc12
#18 O=C(NCCNc1ccccc1[N+](=O)[O-])c1cc(F)c(F)cc1Cl
#19 C=CCc1cccc2cc(C(=O)NNC(=O)CC#N)c(=O)oc12
#20 CCC(C)NC(=O)CN(c1cc(C)ccc1OC)S(C)(=O)=O (configuration not stated)

Assay by compound,11,12,13,14,15,16,17,18,19,20
HTRA1 inhibitor,0,-13,-3,2,30,-19,-7,-5,4,3
NPR2 activator,-2,-9,3,2,10,-10,5,0,1,4
rCAG RNA binder,-1,5,18,-3,8,12,-1,9,7,-2
PG9 binder,-1.0,-1.1,-2.7,-0.4,-19,-4.0,-1.6,1.3,0.7,1.1
ARFGAP1 inhibitor,10,7,-3,-4,4,6,-8,0,8,5
GC-A act,1,1,4,-4,6,0,-3,2,-1,-1
ABHD4 inh,6,-1,7,-1,11,-11,3,-2,-3,3
NR1D1 modulator,-1,-6,0,7,5,-4,5,7,3,-2
SMARCA2 activ,-1,-2,0,-3,0,-2,-1,14*,0,1
ASAP1 inh,1,-7,-6,-2,-14,-2,2,-2,4,4

#21 CCOC(=O)N1CCC(c2cc(=O)n3[nH]cc(C(=O)OC)c3n2)CC1
#22 COc1ccc(Cc2c(-c3ccc(F)cc3)nc3ccc(Cl)cn23)c(C)c1
#23 O=C(COC(=O)c1cc([N+](=O)[O-])ccc1NCCO)c1ccc(Cl)cc1
#24 COc1ccccc1C(=O)COC(=O)Cn1[nH]c(=O)c2ccccc2c1=O
#25 OCCCc1cn(Cc2ccccc2)c2ccccc12
#26 COc1ccc(CNC(=O)CCCCCNc2nc(=S)[nH]c3ccccc23)cc1
#27 CCc1ccc(C(=O)NNC(=O)C2CC(=O)N(Cc3ccccc3)C2)cc1 (configuration not stated)
#28 NC(=Nc1ccccc1)Nc1ccccc1
#29 CSCCC(NS(=O)(=O)/C=C/c1ccccc1)C(=O)O (configuration not stated)
#30 CC(C)C[C@@H](CN1CCCC1CN1C(=S)NC[C@@H]1Cc1ccccc1)N1C[C@H](Cc2ccccc2)N(CCc2ccccc2)C1=S (some centres not stated)

Assay by compound,21,22,23,24,25,26,27,28,29,30
HTRA1 inhibitor,3,·,-9,-6,-6,-5,2,-2,5,·
NPR2 activator,-2,2,4,2,-5,3,2,-2,4,6
rCAG RNA binder,2,14,4,3,-4,0,-2,1,-1,16
PG9 binder,-1.1,-0.3,-3.2,-0.2,-1.3,0.8,-2.0,-1.5,2.2,1.7
ARFGAP1 inhibitor,-3,3,1,0,7,-3,-7,4,4,2
GC-A act,-1,1,14,6,-2,3,-3,-13,2,3
ABHD4 inh,6,1,-7,1,-1,-5,0,-3,2,-5
NR1D1 modulator,6,-3,7,22*,2,-2,4,-2&3,5,8
SMARCA2 activ,-3,-2,6,-2,-2,-1,1,-2,-3,-3
ASAP1 inh,2,8,-2,17,5,5,7,-7,-5,1

#31 CC1=CC(C)[C@H](/C=N/n2c(=O)[nH]c3c([nH]c4ccc(C)cc43)c2=O)C(C)C1 (some centres not stated)
#32 C=CCNC(=S)N1CCC(C(=O)c2ccc(C)cc2)CC1
#33 Cc1ccccc1S(=O)Cc1ccc(C(=O)N2CCN(C3CCCCC3)CC2)o1 (configuration not stated)
#34 Cc1nc(CNS(=O)(=O)c2cccc(F)c2)cs1
#35 CNc1nc(N)c([N+](=O)[O-])c(Nc2cccc(Cl)c2)n1
#36 Cc1c(NS(=O)(=O)c2cccs2)cccc1-c1nc2cccnc2s1
#37 CC(C)(C)c1ccc(C(=O)NCCC(=O)N2CCCC2)cc1
#38 O=C(CN1CCCCCC1)NN(Cc1ccccc1)c1ccccc1
#39 O=C(C=CC(=O)OC1CCCCC1)OC1CCCCC1
#40 CCC1(C(N)=O)CC2C=CC1C2 (configuration not stated)

Assay by compound,31,32,33,34,35,36,37,38,39,40
HTRA1 inhibitor,-1,0,1,0,·,-9,-5,-5,4,3
NPR2 activator,1,-2,0,-1,-3,-1,3,-5,2,5
rCAG RNA binder,2,1,-1,2,5,12,0,-7,1,0
PG9 binder,-0.5,-2.0,0.5,1.0,-3.1,-1.2,-0.7,-2.8,1.4,1.9
ARFGAP1 inhibitor,4,-3,-14,9,6,-6,-1,3,11,6
GC-A act,-4,0,2,2,10,-1,-1,-1,5,1
ABHD4 inh,-13,-6,6,1,-1,-6,1,5,0,9
NR1D1 modulator,2,7,0,2,-22,-1,-4,-1,0,-1
SMARCA2 activ,-4,-1,-4,3,8.3*,-3,1,-7,-3,-4
ASAP1 inh,12,-3,-3,3,4,3,-8,3,-3,8

#41 Cc1ccc(S(=O)(=O)NCC(=O)OCC(=O)NCc2ccc(F)cc2)cc1
#42 CCc1ccc2[nH]c3nc(SCc4nnc(-c5ccccc5)o4)nnc3c2c1
#43 CN(C)/C=C(/C(=O)c1ccc(Cl)cc1)S(=O)(=O)c1ccc(Cl)cc1
#44 COc1ccc2nc3n(c(=O)c2c1)-c1ncccc1C(=O)NC3Cc1ccccc1 (configuration not stated)
#45 CC(=O)Nc1ccc(NC(=O)c2ccnn2C)cc1
#46 Cc1cc(NC(=O)CCC(=O)N(c2cccc(F)c2)C(C(=O)NC2CCCC2)c2ccncc2)no1 (configuration not stated)
#47 CCNc1nc(NCC)nc(Oc2ccc(OCC)nn2)n1
#48 O=C(O)c1ccc(C=Nn2c(-c3ccc(F)cc3)n[nH]c2=S)cc1
#49 CC(=O)NC(=Cc1ccccc1)C(=O)N1CCCC1C(=O)O (configuration not stated)
#50 COc1ccccc1C1(O)CCN(CC(=O)Nc2c(C)nn(C)c2C)CC1
#51 CO/N=C/Cc1c([N+](=O)[O-])c(C)nn1C
#52 Brc1nc(Br)n(Cc2ccccc2)n1

Assay by compound,41,42,43,44,45,46,47,48,49,50,51,52
HTRA1 inhibitor,-5,0,1,-10,2,-4,-1,·,0,2,0,1
NPR2 activator,0,3,-2,-5,2,1,5,2,-1,0,0,1
rCAG RNA binder,-1,-3,4,0,-4,-3,-2,3,2,-2,-2,-3
PG9 binder,-3.0,0.2,-1.8,-0.5,-0.7,-1.1,0.6,·,0.1,3.7,1.0,1.7
ARFGAP1 inhibitor,2,2,-1,-7,-9,2,1,·,0,7,3,11
GC-A act,-3,0,-1,-8,6,-6,5,3,1,0,-5,1
ABHD4 inh,-1,-11,0,1,-3,3,-2,3,0,8,7,-3
NR1D1 modulator,3,-4,-2,2,3,-4,-1,-6,2,-6,2,-3
SMARCA2 activ,-5,-6,-2,4,-4,1,3,-3,1,-2,0,-1
ASAP1 inh,-10,1,15,-6,2,5,16,·,9,-3,-3,-12
